# Screens deposited in PubChem by National Center for Advancing Translational Sciences (NCATS).
# Pol iota inh – DNA polymerase iota (human) inhibition; Pol iota fluorescent replication assay, 10 min; Potency, µM (series often up to 115 µM), for inactives: top-dose activity, negative = inhibition, hits mostly inhibitors; 1% of 390,000 active; AID 588590; note: potency is the fitted concentration of half-maximal effect
#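 Pol iota at 10 nM preincubated 15 min with compounds at room temperature; reaction started with fluorescent substrate, 50 nM final. Fluorescence read kinetically at 0 and 10 min; buffer-only wells as negative control.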
# LDHA block – inhibitors of human lactate dehydrogenase A | 0.15% of 480,000 active | activity change, % (values are at about 110 or 230 µM) | AID 1347041 | P00338 | purified LDHA, NADH/diaphorase-resazurin fluorescence; active compounds read low; in the data active = activity change below about -30%; inconclusive = mostly about -25% to -30%;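 note: plate controls were DMSO wells for no effect and wells without enzyme for full effect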
#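 Resorufin fluorescence (ex540/em590), read at 0 and 20 min after diaphorase/resazurin addition, reports the NADH left after a 5 min room-temperature reaction of 2 nM human LDH5 with 0.06 mM NADH and 0.2 mM pyruvate.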
# GRP78 ERSR act – ER stress response induction in glioma. U87-MG GRP78 promoter luciferase reporter, 16 h. Potency, µM, inactives show top-dose activation, most hits filed as activators. 0.02% of 420,000 active. AID 602332; note: potency is the fitted concentration of half-maximal effect; series mostly up to about 76 µM; % of control where 0% means no effect; nearly all actives have a fitted effect of over 35% in size
#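 Stably transfected U87-MG human glioma cells carrying a GRP78-based luminescent sensor were seeded at 1000 cells/well, pin-dosed with compounds and incubated 16 h. Luciferase reagent was then added, and end-point luminescence was read after 10 min at room temperature.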
# APEX1 inh – blocks human APE1 abasic DNA cleavage. recombinant APE1, TAMRA/BHQ-2 abasic DNA cleavage fluorescence. Potency, µM (series often up to 65.8 µM), without a hit: at the top dose activity change, negative = inhibition, hits mostly inhibitors. 0.35% of 350,000 active;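 note: potency is the fitted concentration of half-maximal effect; plate controls were vehicle for no effect and reference inhibitor for full effect; nearly all actives have a fitted effect of over 55% in size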
# Target sequence (P27695 whole entry, looked up): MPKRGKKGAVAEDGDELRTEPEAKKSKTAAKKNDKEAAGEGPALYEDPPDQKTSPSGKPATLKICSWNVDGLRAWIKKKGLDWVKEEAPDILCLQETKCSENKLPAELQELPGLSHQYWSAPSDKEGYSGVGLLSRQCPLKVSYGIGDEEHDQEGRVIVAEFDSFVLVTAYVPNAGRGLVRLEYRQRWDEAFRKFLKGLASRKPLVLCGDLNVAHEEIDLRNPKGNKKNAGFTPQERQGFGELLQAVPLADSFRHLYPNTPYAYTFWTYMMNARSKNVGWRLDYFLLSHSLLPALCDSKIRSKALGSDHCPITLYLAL
#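 Endonuclease cleavage of a quenched abasic-site DNA duplex (50 nM) by APE1 (0.75 nM) was tracked by TAMRA dequenching. Compounds were preincubated with enzyme 15 min at room temperature; data normalized to buffer-only and DMSO wells plus NSC13755 control.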
# Pol kappa inh – DNA polymerase kappa (human) inhibition; Potency, µM (highest dose often 107 µM), without a hit: at the top dose activity, negative = inhibition, hits mostly inhibitors; AID 588579; 0.53% of 400,000 active; purified Pol kappa, fluorescent DNA synthesis assay, 10 min; Q9UBT6; note: potency is the fitted concentration of half-maximal effect; % is set by controls: 0 for no effect and ±100 for the full control effect
#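 50 nM final substrate added after 15 min RT preincubation of 10 nM Pol kappa with compound; fluorescence read at 0 and 10 min.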
# POLH inh – blocks human DNA polymerase eta activity; Q9Y253; recombinant Pol eta, fluorescent DNA replication assay; Potency, µM (highest dose often 114 µM), without a hit: top-dose activity change, negative = inhibition, usual class: inhibitors; 1.2% of 390,000 active; AID 588591; note: potency is the fitted concentration of half-maximal effect; % is set by controls: 0 for no effect and ±100 for the full control effect
# Target sequence (Q9Y253 whole entry, looked up): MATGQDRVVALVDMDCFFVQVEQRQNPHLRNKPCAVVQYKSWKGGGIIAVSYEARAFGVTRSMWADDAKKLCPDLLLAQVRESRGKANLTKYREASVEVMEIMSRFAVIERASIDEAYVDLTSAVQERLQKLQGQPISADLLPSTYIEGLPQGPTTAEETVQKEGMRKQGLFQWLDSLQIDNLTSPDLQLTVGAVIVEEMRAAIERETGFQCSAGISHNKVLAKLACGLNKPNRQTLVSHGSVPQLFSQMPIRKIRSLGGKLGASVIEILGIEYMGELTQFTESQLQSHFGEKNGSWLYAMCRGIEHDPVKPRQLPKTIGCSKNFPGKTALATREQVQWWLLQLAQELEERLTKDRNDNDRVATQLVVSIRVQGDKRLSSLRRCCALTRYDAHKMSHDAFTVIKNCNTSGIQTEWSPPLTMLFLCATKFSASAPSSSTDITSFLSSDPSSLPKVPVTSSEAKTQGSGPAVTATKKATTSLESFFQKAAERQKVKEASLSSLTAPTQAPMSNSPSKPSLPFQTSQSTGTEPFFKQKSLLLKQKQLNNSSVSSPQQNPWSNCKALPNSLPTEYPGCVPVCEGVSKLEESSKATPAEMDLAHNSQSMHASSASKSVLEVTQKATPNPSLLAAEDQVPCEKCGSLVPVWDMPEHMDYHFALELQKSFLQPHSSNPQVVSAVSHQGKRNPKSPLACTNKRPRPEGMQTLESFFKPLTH
#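 Pol eta at 10 nM preincubated with compounds 15 min at room temperature; reaction started with fluorescent substrate (50 nM final) and read kinetically at 0 and 10 min.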
# Pol beta inh – inhibitors of human DNA polymerase beta. 1.3% of 340,000 active. Pol beta primer extension/strand displacement, fluorescence kinetic. Potency, µM (series often up to 114 µM), for the others: top-dose activity change, negative = inhibition, hits mostly inhibitors; note: potency is the fitted concentration of half-maximal effect; % is set by controls: 0 for no effect and ±100 for the full control effect
#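 Values derive from four-parameter Hill fits of normalized kinetic data: reads at 0 and 10 min following addition of 50 nM substrate to 10 nM Pol beta preincubated 15 min with compound.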
# BLM helicase inh – inhibitors of human Bloom syndrome helicase BLM; Potency, µM (series often up to 56.1 µM), for inactives: at the top dose activity change, negative = inhibition, most hits filed as inhibitors; 0.2% of 350,000 active; P54132; recombinant BLM DNA unwinding, fluorescence dequenching; AID 2528;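 note: potency is the fitted concentration of half-maximal effect; plate controls were vehicle for no effect and no enzyme for full effect; nearly all actives have a fitted effect of over 35% in size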
# Anesthetic bind – binds horse apoferritin like a general anesthetic. P02791. apoferritin/1-aminoanthracene competitive binding, fluorescence. Potency, µM (series often up to 77.5 µM), inactives show top-dose activity change, negative = displacement, hits mostly inhibitors. 0.074% of 350,000 active; note: potency is the fitted concentration of half-maximal effect; % is set by controls: 0 for no effect and ±100 for the full control effect; nearly all actives have a fitted effect of over 20% in size
#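 Steps: apoferritin (10 uM) was premixed with half-saturated 1-AMA in PBS, compounds were pin-transferred, plates stood 10 min at room temperature, fluorescence was read at 380/535 nm, and curves were fitted with a Hill equation.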
# Starred values were filed as active, the others as inactive; u = inconclusive; x = not tested or not shown; & = joins results of further samples; [ ] = dose if it differs, or a comment. Unless noted, calls come from the whole dose curve; as a rule, active = well fitted curve in the direction sought with a large enough effect; inconclusive = small, poorly fitted or top-dose-only effect, or another doubt; inactive = no such curve, though single readings can be large; an effect the other way counts as inactive or inconclusive. An excerpt; count on the stated rates, not on these rows.
# Sample of the layout, three compounds:
SMILES,Pol iota inh,LDHA block,GRP78 ERSR act,APEX1 inh,Pol kappa inh,POLH inh,Pol beta inh,BLM helicase inh,Anesthetic bind
COc1ccc(COC(=O)c2sc3nc4n(c(=O)c3c2C)CCC4)cc1,13%,-6,0%,-7%,-29%,u,x,x,x
CCOc1ccccc1CNc1nc2ccccc2n1C,5%,-12,-1%,5%,-1%,8%,29%,0%,-5%
Cc1nnc(SCc2nnc(-c3ccccc3Br)o2)n1-c1ccccc1,-6%,-6,-2%,-2%,-9%,-6%,u,-6%,-2%

# This part in full, from the start:
SMILES,Pol iota inh,LDHA block,GRP78 ERSR act,APEX1 inh,Pol kappa inh,POLH inh,Pol beta inh,BLM helicase inh,Anesthetic bind
COc1ccc(COC(=O)c2sc3nc4n(c(=O)c3c2C)CCC4)cc1,13%,-6,0%,-7%,-29%,u,x,x,x
CCOc1ccccc1CNc1nc2ccccc2n1C,5%,-12,-1%,5%,-1%,8%,29%,0%,-5%
Cc1nnc(SCc2nnc(-c3ccccc3Br)o2)n1-c1ccccc1,-6%,-6,-2%,-2%,-9%,-6%,u,-6%,-2%
Cn1nc(C(F)(F)F)c(C(=O)Nc2ccc(F)cc2F)c1Sc1ccc(C(F)(F)F)cc1,11%,5,4%,1%,-11%,-19%,7%,-6%,-2%
CC1CCC(NC(=O)C2CCC(CNS(=O)(=O)c3cccc4nsnc34)CC2)CC1 (configuration not stated),-5%,-12,-4%,0%,1%,5%,23%,-5%,-9%
Cc1cccc(OCCNC(=O)c2ncn[nH]2)c1,13%,0,-6%,-2%,1%,-11%,8%,2%,34%[activator]
Cc1c(O)ccc(C(=O)CN2CCN(c3ccccc3)CC2)c1O,25%,2,6%,1%,6%,-3%,-1%,-5%,-13%
CN(CC(=O)Nc1ccc(N2CCOCC2)cc1)Cc1c(O)ccc2ccccc12,157%[activator],14,-2%,2%,-13%,-9%,0%,-2%,-24%
COc1ccc(C(=O)N=c2sc3ccccc3n2C)cc1,125%[activator],-5,0%,-3%,-9%,5%,u,-9%,-2%
COc1ccc(-c2noc(CCC(=O)N(C)c3cccc(C)c3)n2)cc1,0%,-1,-7%,10%,-6%,-17%,3%,-2%,u
CN1CCN(CCNC(=O)Nc2ccc([N+](=O)[O-])cc2)CC1,21%,-2,0%,-3%,8%,-18%,-9%,3%,-7%
CCC(NC(=O)C1CCC1)c1ccc(C)cc1 (configuration not stated),-7%,-6,-6%,4%,-14%,-23%,10%,7%,-13%
O=C(NNC1=C(C(=O)C(F)(F)F)CCC1)c1ccncc1,141%[activator],-6,0%,3%,-3%,-8%,0%,-1%,-4%
Cc1ccc(NC(=S)NCC2CCN(C(C)c3ccccc3)C2)cc1C (configuration not stated),20%,-1,-4%,u,9%,-6%,9%,1%,-10%
Cc1ccccc1SCCNC(=O)CCc1ccccc1,x,x,x,-1%,x,x,-15%,-7%,-20%
COc1ccc(-n2c(C)nnc2SCC(=O)N2CCOCC2)cc1,u,1,-2%,-13%,6%,-3%,u,0%,5%
NC(=O)C1C2CCC(C2)C1C(N)=O (configuration not stated),-1%,-1,-1%,x,-7%,-10%,x,x,x
CC(=O)Oc1ccc2c(c1)CCC1C2CC[C@]2(C)C(=O)CCC12 (some centres not stated),x,x,-4%,-1%,-5%[60.1 µM],x,x,-1%,-4%
N#Cc1c(SCC(=O)Nc2ccccc2C(F)(F)F)sc2c(O)cc(=O)[nH]c12,32µM*,-2,-2%,75%[activator][12.4 µM],u,u,-16%,-2%,2%
Cc1c(C(c2cccc(O)c2)c2c(C)n(C)n(-c3ccccc3)c2=O)c(=O)n(-c2ccccc2)n1C,19%,2,-3%,6%,2%,-21%,14%,2%,2%
CCCC(=O)Nc1ccc(S(=O)(=O)Nc2cc(OC)nc(OC)n2)cc1,15%,-2,-2%,18%,u,4%,7%,-4%,-1%
CCCCN(CC)C(=O)c1cc2cc3ccc(OC)cc3nc2o1,21%,11,10%,-5%,-21%,-6%,9%,1%,-17%
Cc1ccc(C(=O)NCCc2csc(-c3cccnc3)n2)cc1,21%,-6,-1%,-3%,0%,-19%,-12%,4%,-5%
S=c1[nH]nc(Cc2noc3ccccc23)n1-c1ccc(Cl)cc1,69%[activator],-10,2%,0%,-8%,-9%,6%,-1%,-6%
COc1ccc(CCNC(=O)CCc2c(C)nc3nc(C)nn3c2C)cc1OC,38%[activator],-1,-1%,x,-15%,-13%,-6%,1%,1%
Cc1cc(C)nc(NS(=O)(=O)c2ccc(NC(=O)CSc3nc(-c4ccccc4)c(C#N)c(=O)[nH]3)cc2)n1,10%,-3,-2%,-4%,-1%,0%,3%,5%,-9%
Cc1ccc(S(=O)(=O)N2[C@@H](c3ccc(Cl)cc3)C(C(=O)O)=CC[C@H]2c2cccs2)cc1,57%,-4,-4%,3%,-8%,-3%,x,x,x
COC(=O)[C@H](CCSC)NC(=O)c1cccnc1SC,17%,-9,-5%,3%,-10%,-19%,2%,-1%,1%
O=C(O)C1CCN(c2ccc(S(=O)(=O)N3CCC(C(=O)O)CC3)cc2[N+](=O)[O-])CC1,26%,-1,-2%,1%,-2%,-11%,6%,-2%,-2%
O=C(NCC(=O)N(c1cccnc1)C(C(=O)NC1CCCC1)c1ccc(F)cc1)c1ccco1 (configuration not stated),x,x,x,0%,x,x,-24%,1%,1%
CC(Cl)OC(=O)Nc1cccc2cccnc12 (configuration not stated),50%[activator],9,0%,x,-1%,x,x,x,x
COc1cc(CN2CCc3ccccc3C2)cc([N+](=O)[O-])c1O,-17%,6,0%,35%,-12%,-10%,3%,-9%,-11%
Cn1cc(CCNC(=O)CCc2nnc(CCCCc3ccccc3)o2)cn1,74%[activator],-1,0%,26%,1%,-14%,15%,3%,-22%
COc1ccc(C(=O)Nc2ccc(S(=O)(=O)NC(C)C)cc2)cc1,21%,-1,-7%,-2%,-11%,-18%,32%,-5%,-7%
O=C(CSc1nnc(C2CC2)n1-c1ccccc1)NCCc1ccc(F)cc1,5%,-5,-5%,-2%,5%,1%,12%,-2%,-12%
CCCSc1ncc(Cl)c(C(=O)N(Cc2ccc(Cl)cc2)Cc2ccco2)n1,-6%,-5,x,x,-6%,x,34%,-6%,-16%
O=C(C1CCCN(S(=O)(=O)c2cccc3nsnc23)C1)N1CCc2ccccc21 (configuration not stated),40%[activator],-3,-6%,-6%,-5%,-15%,5%,-4%,-22%
CCOC(=O)C1(CCc2ccccc2)CCN(C(=O)c2occc2C)CC1,51%[activator],-1,0%,-5%,0%,-23%,0%,-9%,-15%
O=C(Cn1nnc(-c2ccc(CN3CCOCC3)cc2)n1)N1CCCc2ccccc21,0%,-12,-4%,0%,1%,-9%,-8%,2%,-23%
Cc1cc(NC(=O)C2CC(=O)N(c3ccccc3Cl)C2)no1 (configuration not stated),53%[activator],-6,0%,4%,4%,-12%,23%,-1%,-9%
CCOCC(=O)N1CCN(c2cccc(Cl)c2)CC1,78%[activator],-7,1%,0%,-8%,-20%,11%,-1%,-11%
COc1ccc(C(=O)Nc2c(Cl)cc(Cl)cc2C(=O)NCCN2CCOCC2)cc1,6%,-3,-2%,3%,0%,-14%,3%,2%,18%
Cn1ccsc1=NC(=O)c1cc(S(=O)(=O)N2CCOCC2)ccc1Cl,18%,-5,-2%,-9%,-3%,-14%,x,x,x
COc1ccc(NC(=O)CSC2=Nc3ccccc3C3=NC(CCC(=O)NCc4ccco4)C(=O)N23)cc1 (configuration not stated),13%,1,-3%,x,4%[60.1 µM],-24%,3%,-1%,-20%
Cc1c(N2C(=O)c3ccc(F)cc3C2=O)c(=O)n(-c2ccccc2)n1C,-4%,0,-3%,23%,7%,-10%,27%,-11%,3%
O=C(CSc1nc(-c2ccccc2)cs1)NCCCN1CCCC1=O,21%,-5,-4%,13%,6%,-1%,x,x,x
C[C@H]1CN(S(=O)(=O)c2c(F)cccc2F)CCN1S(=O)(=O)c1ccc2c(c1)OCCO2,23%,-1&-6,-4%,37%,17%,-15%,x,x,x
Cc1ccc(Nc2c3c(nc4ccccc24)CCC3)cc1,22%,3&-7,-6%,2%,-1%,-16%,u,2%,-7%
O=C(Nc1nnc(-c2ccc(Cl)cc2)o1)C1CCCCC1,-10%,-3,0%,-2%,7%,-2%,-5%,-1%,0%
COC(=O)c1c(NC(=O)c2ccccc2)sc2c1CC(C)(C)OC2,5%[58.9 µM],-1,-5%,2%,-5%,2%,0%,0%,-9%
# Following part
SMILES,Pol iota inh,LDHA block,GRP78 ERSR act,APEX1 inh,Pol kappa inh,POLH inh,Pol beta inh,BLM helicase inh,Anesthetic bind
COc1ccc(-c2nc3cc(C)ccn3c2NC(=O)c2cccc(F)c2)cc1,-3%,-2,0%,x,-3%,-6%,13%,1%,u
Cn1c2c(c(=O)n(C)c1=O)C(C(F)(F)F)(C(F)(F)F)N=C(c1ccccc1Cl)N2,-2%,-18,-4%,12%,-6%,-2%,22%,-8%,-11%
CCCSc1nn2c(=O)c3ccccc3nc2s1,11%,-1,-7%,-1%,-2%,3%,31%,3%,-23%
Cc1ccc(NC(=O)N2CCc3c([nH]c4ccccc34)C2c2ccccc2F)c(Cl)c1 (configuration not stated),-9%,0,-3%,x,2%,5%,-3%,-8%,-2%
CCN(CC)CCNC(=O)c1ccc(NC(=O)/C=C/c2cc(OC)c(OC)c(OC)c2)cc1,u,-6,-1%,7%,-29%,-24%,u,-14%,-6%
CCCSc1nnc2c(n1)OC(c1cccs1)Nc1ccc(Br)cc1-2 (configuration not stated),u,2,0%,x,-2%,-12%,-4%,-5%,-24%
COc1ccc(Nc2nc(NN)nc(Nc3ccc(OC)cc3)n2)cc1,-6%,1,-2%,-5%,-5%,-8%,0%,-6%,-12%
CCOc1ccc(S(=O)(=O)NCCC(=O)Nc2ncccc2C)cc1,11%,2,-2%,36%,-6%,-13%,-17%,-2%,-1%
O=C1c2ccccc2C(=O)N1CCn1c(=O)oc2ccccc21,-10%,-7,0%,-1%,-5%,-15%,0%,0%,-5%
